Bioassay records as filed in PubChem.
MgcRacGAP inhibition: MgcRacGAP GTPase-activating activity inhibitors, confirmation, biochemical, ADP Hunter fluorescence; MgcRacGAP-stimulated Rac1 GTP hydrolysis, ADP Hunter fluorescence; higher % means a stronger effect; GST-tagged Rac1 F28L mutant substrate; inhibition, % at 30 µM, or IC50 in µM where a hit was titrated; hit rate 0.6% among 340,000;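 active means first-screen hits whose inhibition reached a set limit at any dose in the follow-up dose series; inconclusive means inhibition above the set first-screen limit but never retested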;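 further: fluorescence reports GDP produced by GAP-driven GTP hydrolysis; strong numbers were not always called active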
PhoP inhibition: inhibitors of PhoP regulon expression, primary screen, Salmonella Typhimurium, GFP reporter (AID 1863); hit rate 0.16% among 300,000; inhibition, % at 50 µM; hits with a dose series show IC50 in µM; S. Typhimurium PhoP-regulated promoter GFP reporter, 4 h; higher % means a stronger effect;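 active means inhibition over 29.93%, a cutoff 3 SD above the screen mean, later confirmed by dose response; inconclusive means inhibition over 29.93% but no dose response follow-up; inactive means inhibition at most 29.93% or unconfirmed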;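 further: 0% = low Mg2+ inducing control and 100% = high Mg2+ repressing control; strong numbers were not always called active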
RSV CPE inhibition: RSV antiviral activity via CPE protection, HEp-2 cells, primary 10 µM value included (AID 2391). HEp-2 cells, RSV-induced CPE inhibition; higher % means a stronger effect. CPE inhibition, % at 10 µM; hits with a dose series show IC50 in µM. hit rate 0.13% among 310,000; in the data active means a potency from the dose series; inconclusive means CPE inhibition mostly from about 23% at the one dose, without a potency; inactive means the rest, 99 in 100 with CPE inhibition below about 21%; further: strong numbers were not always called active
Large T inhibition: TAg ATPase/helicase activity blockers – biochemical (AID 1903); SV40 large T antigen ATPase/helicase inhibition assay; higher % means a stronger effect; inhibition, % at 20 µM; hits with a dose series show IC50 in µM; hit rate 0.39% among 310,000; in the data active means a potency from the dose series; inconclusive means inhibition mostly from about 32% at the one dose, without a potency; inactive means the rest, 99 in 100 with inhibition below about 32%; further: strong numbers were not always called active
UTI89 phage lysis: protection from phage-mediated lysis, alamar blue read-out – E. coli UTI89, K1F phage, bacterial capsule biogenesis inhibitors (AID 488966); E. coli UTI89 K1F phage lysis, alamar blue, 2 h; higher % means a stronger effect; inhibition, % at 100 µM; hits with a dose series show IC50 in µM; hit rate 0.02% among 340,000;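 active means phage lysis inhibition, versus mean bacterial control, above a set limit; inconclusive means no clear call, values can overlap the other calls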;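 further: capsule biogenesis inhibitors block K1F phage lysis so surviving cells raise fluorescence; higher fluorescence means more inhibition of phage lysis; actives were called in the ten point dose series up to 300 µM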
NTR1 ag: NTR1-driven beta-arrestin-GFP spot formation – imaging, U2OS cells, high content, primary screen (AID 493036); activation, % at 20 µM; agonist mode; hit rate 0.17% among 330,000; P30989;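 active means activation at or above 40% of the spot to cytoplasm intensity ratio, with at least 20 cells analyzed; inconclusive means wells under 20 cells, flagged as cytotoxic or low count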;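 further: 0% = DMSO without peptide and 100% = 100 nM NTR1 peptide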
Target sequence (P30989 whole entry, looked up): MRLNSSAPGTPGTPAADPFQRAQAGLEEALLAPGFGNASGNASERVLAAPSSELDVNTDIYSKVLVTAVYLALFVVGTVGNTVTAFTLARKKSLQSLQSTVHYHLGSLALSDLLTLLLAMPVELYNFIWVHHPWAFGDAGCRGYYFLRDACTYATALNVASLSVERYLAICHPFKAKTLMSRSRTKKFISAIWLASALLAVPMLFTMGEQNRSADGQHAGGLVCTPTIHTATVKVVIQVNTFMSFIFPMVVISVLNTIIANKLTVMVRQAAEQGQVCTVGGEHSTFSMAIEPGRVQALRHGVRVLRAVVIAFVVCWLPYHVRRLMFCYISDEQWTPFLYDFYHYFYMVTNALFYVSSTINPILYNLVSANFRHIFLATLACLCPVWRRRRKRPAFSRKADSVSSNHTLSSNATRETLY
Myeloid diff 2: compounds promoting myeloid differentiation. ER-HoxA9 myeloid progenitors, lysozyme-GFP differentiation, flow cytometry. AID 624256. hit rate 1% among 360,000. calls only at 10 µM;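 active means normalized GFP-positive differentiation at or above the plate's own cutoff, the solvent-only control mean plus 3 SD; inconclusive means no clear call, values can overlap the other calls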;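 further: cells exposed to compound for four days before flow analysis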
TNAP activation fold: human TNAP enzyme activators, primary screen, biochemical, luminescent, no phosphate acceptor, uHTS (AID 1001). purified TNAP, luminescent activation assay, no phosphate acceptor; higher activation fold means a stronger effect. activation fold at 20 µM, or EC50 in µM where a hit was titrated. hit rate 0.03% among 200,000; in the data active means activation fold from about 3, or a potency from the dose series; inactive means the rest, 99 in 100 with activation fold below about 1.6; further: many of its hits are not listed in these tables
T cell modulator: T cell immune modulation candidate | 2C CD8+ T cell-vesicle binding, flow cytometry; active compounds read low | calls only at 7 µM | hit rate 0.068% among 330,000 | AID 2052;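 active means response, share of CD8 T cells binding vesicles, and their 90th percentile fluorescence all below set limits, cut at about 80% in these data, passing the limit was not always enough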
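Also added: QL9-peptide-loaded Drosophila micro-vesicles bearing Ld, ICAM-1 and B7-1; Test system: purified 2C TCR transgenic mouse naive CD8+ T cells; Measured by: cytometric PE anti-B7-1 and Alexa647 anti-CD8 signals after 1% paraformaldehyde fixation; Timing: binding step 1.5 h, 37 °C, antibody labelling 20 min, ice.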
T cell modulator vesicle-bound %: also measured in T cell modulator; calls as there; double positive events, %; measured here: CD8+ vesicle-bound cell fraction;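 binding gate set so that unloaded-vesicle control wells show 10% double positive cells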
NTR1 ag cell count 20 µM: second read-out of NTR1 ag, no call of its own (marks repeat the call); cell count; measured here: cell count, cytotoxicity flag
Myeloid diff 2 GFP+ MAC1+ %: also measured in Myeloid diff 2; calls as there; GFP+ MAC1+ double positive, %; measured here: differentiation confirmed by MAC1 staining
The depositor's hits bear a star; i = inactive; ? = inconclusive; . = not tested or not shown; + = active, no number; & = joins results of further samples; [ ] = dose if it differs, or a comment.

Results follow in this order: MgcRacGAP inhibition	PhoP inhibition	RSV CPE inhibition	Large T inhibition	UTI89 phage lysis	NTR1 ag	NTR1 ag cell count 20 µM	Myeloid diff 2	Myeloid diff 2 GFP+ MAC1+ %	TNAP activation fold	T cell modulator	T cell modulator vesicle-bound %
COc1ccc(NC(=O)N(C)C[C@H]2Oc3ccc(NC(=O)CCN4CCOCC4)cc3C(=O)N([C@@H](C)CO)C[C@H]2C)cc1
→ 3%	.	.	.	2.4%	2.8	43	i	0.3	.	i	6
CCN(CC1CCCN(CCc2cccc(F)c2)C1)C(=O)c1cc(C)oc1C (centres undefined)
→ 8%	4%	-0.3%	8%	-0.3%	-1.4	48	i	0.0	.	i	38
COC(=O)c1ccc(OC)c(CSc2nnc(COc3ccccc3)o2)c1
→ 0%	-3%	?	2%	-0.8%	-0.5	76	i	1.0	1.1	i	25
O=C1CCCC/C1=C/NCc1ccccc1
→ 0%	6%	0.5%	10%	2.8%	2.5	83	i	0.0	1.1	i	56
COc1ccsc1C(=O)Nc1ccc(F)cc1F
→ -1%	-7%	1.9%	0%	1.5%	3.0	43	i	0.2	1	i	62
CC(=O)N1CCCN(Cc2cn(-c3ccc(C)cc3)nc2-c2cccc(C)c2)CC1
→ 14%	.	0.9%	11%	2.0%[50 µM]	4.7	69	i	0.9	1	i	29
Cc1ccc(NC(=O)Cn2nnc3ccccc3c2=O)cc1C
→ 1%	7%	4.4%	0%	0.5%	-0.8	59	i	0.2	1	i	35
O=C(NCc1cccc2ccccc12)c1cccs1
→ 8%	.	2.2%	.	2.7%	1.4	49	i	0.2	.	i	36
O=C(O)Cc1sc(Nc2cccc3ccccc23)nc1-c1ccccc1
→ 7%	.	3.5%	.	-1.4%[50 µM]	6.5	98	i	1.4	.	.	.
C[C@H](NC(=O)OCc1ccccc1)c1nnc([C@H](C)NC(=O)OCc2ccccc2)o1
→ 8%	-1%	3.6%	22%	1.1%	-0.9	53	i	1.2	.	i	34
CCNC(=O)c1cc2c(=O)n3cccc(C)c3nc2n(CCc2ccccc2)c1=N
→ 14%	3%	3.1%	8%	1.5%	3.6	55	i	1.3	1	i	10
Cn1c(=O)c2c(nc(SCc3nn[nH]n3)n2Cc2ccccc2F)n(C)c1=O
→ 2%	-9%	.	5%	0.5%	.	.	i	1.4	1.1	.	.
Cc1ccc(CNC(=O)C(NS(=O)(=O)c2cccc3nsnc23)c2ccccc2)cc1 (centres undefined)
→ 1%	13%	4.5%	7%	-0.1%	1.9	69	i	0.6	1.1	i	69
CC(=O)Nc1ccc(N/C=C(\C#N)S(=O)(=O)c2ccc(Cl)cc2)cc1
→ 14%	-1%	0.7%	5%	-0.5%	1.9	105	i	0.7	.	i	41
CCOc1ncccc1C(=O)OCCN1C(=O)c2ccccc2C1=O
→ 3%	-5%	1.3%	18%	-0.5%	3.1	58	i	0.9	1.1	i	40
CC(C)(C)C1CCC(C(=O)OCC(=O)c2ccc[nH]2)CC1 (centres undefined)
→ 8%	2%	5.0%	8%	-1.8%[50 µM]	4.7	69	i	0.3	1.1	i	19
CCC(C)C(NC=C1C(=O)OC(C)(C)OC1=O)C(=O)O (centres undefined)
→ -4%	1%	1.5%	8%	-1.1%	0.7	60	i	10	1.1	i	60
CCC1CN(C(=O)N2CCC(C(=O)NCc3ccco3)CC2)c2cc(C)ccc2O1 (centres undefined)
→ 10%	8%	3.2%	6%	0.1%	-1.0	52	i	0.9	.	i	10
CCCn1c(SCC(=O)NCC(=O)Nc2ccc(F)c(F)c2F)nc2ccccc2c1=O
→ 0%	.	1.0%	.	0.7%[50 µM]	1.4	50	i	0.3	.	i	31
O=C(NCC(=O)N1CCCC(C(F)(F)F)C1)c1ccco1 (centres undefined)
→ 3%	.	1.2%	.	0.9%[50 µM]	0.6	50	i	1.3	.	i	47

Continued, starting with the last two of the part before.
Results follow in this order: MgcRacGAP inhibition	PhoP inhibition	RSV CPE inhibition	Large T inhibition	UTI89 phage lysis	NTR1 ag	NTR1 ag cell count 20 µM	Myeloid diff 2	Myeloid diff 2 GFP+ MAC1+ %	TNAP activation fold	T cell modulator	T cell modulator vesicle-bound %
CCCn1c(SCC(=O)NCC(=O)Nc2ccc(F)c(F)c2F)nc2ccccc2c1=O
→ 0%	.	1.0%	.	0.7%[50 µM]	1.4	50	i	0.3	.	i	31
O=C(NCC(=O)N1CCCC(C(F)(F)F)C1)c1ccco1 (centres undefined)
→ 3%	.	1.2%	.	0.9%[50 µM]	0.6	50	i	1.3	.	i	47
O=C(O)c1ccccc1SCc1csc(-c2ccccc2)n1
→ 5%	0%	1.7%	5%	0.2%	-2.1	57	i	1.9	.	i	15
Cc1cccc(-n2ccc(=O)c(C(=O)O)n2)c1
→ 7%	6%	0.0%	2%	0.5%	-1.4	91	i	1.0	.	i	50
CCOC(=O)C(CC(=O)Nc1nc(C(C)=O)c(C)s1)C(C)c1ccccc1 (centres undefined)
→ 7%	-4%	3.9%	6%	0.2%	-0.1	30	.	.	.	i	26
O=C(CC1C(=O)NCCN1Cc1cccc(F)c1)NCCCOc1cccnc1 (centres undefined)
→ 6%	-1%	1.8%	11%	0.6%	-0.4	59	i	0.6	.	i	56
Cc1nc2sccn2c(=O)c1S(=O)(=O)Nc1ccc(N2CCN(C)CC2)cc1
→ 2%	.	2.2%	5%	7.9%	-0.4	51	i	4.3	.	i	28
CCOC(=O)C1=C(O)/C(=C/c2ccc(-c3ccccc3C(=O)O)o2)SC1=Nc1ccc(OC)cc1
→ 15%	1%	.	13%	-0.6%	.	.	i	0.8	0.9	.	.
COc1cccc2c(=O)n(CC(=O)Nc3cccc(F)c3)ccc12
→ 5%	-1%	2.6%	4%	-0.6%	2.7	83	i	1.7	1.1	i	27
Cc1c(N/C(=N/S(=O)(=O)c2ccc(Cl)cc2)c2ccccc2)c(=O)n(-c2ccccc2)n1C
→ .	-1%	0.4%	3%	.	1.2	44	.	.	1	i	47
Cc1ccc(C(=O)NCC(=O)OCC(=O)NC2CCCCCCC2)cc1
→ 2%	5%	0.6%	8%	-0.1%	0.5	72	i	0.9	.	i	33
COc1cccc(C2(O)CCN(C(=O)C3CCC3)CC2)c1
→ 11%	-6%	0.8%	10%	2.8%	1.2	59	i	1.1	1.1	i	51
CC(=O)N1CC=CC1(C)C(=O)O (centres undefined)
→ 6%	3%	1.9%	21%	-1.0%	1.9	91	i	0.9	1.1	i	10
Cc1cc(C)n(CCC(=O)Nc2cccc(F)c2)n1
→ 11%	-3%	-0.8%	10%	0.4%	0.1	60	i	0.5	1	i	49
C[C@@H]1C[C@H]2[C@@H]3C[C@H](F)C4=CC(=O)C=C[C@]4(C)[C@@]3(F)[C@@H](O)C[C@]2(C)[C@@]1(O)C(=O)CO
→ 6%	5%&-3%	-3.4%	1%&6%	3.6%	0.1	49	i	16	1.1	i	18
CCCc1nc2ccccc2c(C(=O)N(CC)CC(=O)NCc2cccs2)c1CC
→ 12%	.	.	.	1.1%[50 µM]	0.3	76	i	0.9	.	.	.
COc1ccc(C2C(C#N)=C(N)Oc3cc(O)ccc32)cc1OC (centres undefined)
→ 18%	5%	0.5%	19%	0.0%	1.2	39	i	0.4	1.1	i	40
COc1ccc(-n2nnc3c(SCC(=O)N4CCCc5ccccc54)ncnc32)cc1
→ 10%	.	-0.2%	-8%	0.0%	12	57	i	0.5	.	i	28
C=CCNC(=O)c1cc2cccc(OC)c2oc1=O
→ 5%	11%	2.7%	9%	0.0%	0.4	59	i	0.1	1.1	i	28
CC1=NN(c2ccc(C(F)(F)F)cn2)C(=O)C1
→ 4%	3%	4.4%	-7%	0.1%	1.2	74	i	0.7	1	i	40
O=C(NCc1ccco1)c1cc(-c2ccccc2)nn1CC1CC(c2cccnc2)=NO1 (centres undefined)
→ 10%	.	0.1%	27%	0.4%	-2.9	95	i	0.9	.	i	30
COc1ccc(NC(=O)COc2nsnc2N2CCCCC2)cc1
→ 17%	-5%	0.8%	12%	2.8%	-1.0	57	i	10	1.1	i	13
COc1cc(C(=O)OCC(=O)NC2CCS(=O)(=O)C2)ccc1OCc1c(C)noc1C (centres undefined)
→ 4%	-8%	1.0%	4%	2.1%[50 µM]	-1.5	67	i	0.3	1.1	i	5
CCOC(=O)C1(Cc2ccc(OC)cc2)CCN(C(=O)c2cc(C)on2)CC1
→ 13%	8%	-0.2%	20%	-0.2%	0.1	53	i	4.3	.	i	32
CC(SC1=Nc2ccccc2C2CC=NN12)C(=O)NC1(C#N)CCCCC1 (centres undefined)
→ 2%	7%	-1.5%	14%	0.3%[50 µM]	7.9	64	i	1.0	.	i	55
CCOC(=O)c1nc2sc(C)c(C)c2c(=O)[nH]1
→ 4%	-12%	1.7%	15%	0.7%	-1.9	58	i	2.0	1.5	.	.
CCCc1cc(C(=O)Nc2ccccc2SC)no1
→ 4%	8%	3.3%	3%	0.3%	1.5	54	i	2.4	1.1	i	27
O=C(Nc1ccc(O)c(-c2nc3ccccc3o2)c1)C1(c2ccccc2)CCCC1
→ -6%	2%	3.1%	6%	-2.6%	1.3	74	+	3.5*	1.1	i	48
CC(C)CC1(C)NC(=O)N(Cc2cc([N+](=O)[O-])cc3c2OCOC3)C1=O (centres undefined)
→ 5%	-13%	-0.7%	12%	0.3%	0.8	50	i	0.5	.	i	30
